PMI inhibitors = inhibitors of human PMI, primary screen, biochemical, fluorescence intensity, coupled assay (AID 1209); purified PMI enzyme, coupled fluorescence intensity; higher % means a stronger effect; inhibition, % at 20 µM; hits with a dose series show IC50 in µM; actives 0.42% (n = 190,000);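 also: plate controls were DMSO vehicle for no effect and wells lacking substrate for full effect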
WT yeast gro inh = growth inhibition of WT strain, primary screen, mitochondrial fusion inhibitor project, WT and mutant strains, chemical genetic | mitochondrial fusion phenotypic screen | inhibition, % at 10 µM | actives 2.1% (n = 190,000) | AID 1362, 2008; in the data active = inhibition above about 58%; tested in S. cerevisiae
XIAP antagonists = XIAP antagonists, biochemical, IAP family, fluorescence polarization (AID 1018) | XIAP BIR domain, fluorescence polarization peptide displacement; higher % means a stronger effect | actives 0.007% (n = 200,000) | one-dose displacement, % at 20 µM; IC50 in µM for titrated hits | E3 ubiquitin-protein ligase XIAP (Homo sapiens); in the data active = displacement above about 50%; also: a part of the inactive calls stands beside numbers as strong as those of hits
M17LAP inhibition = P. falciparum M17LAP inhibitors, primary screen, biochemical, fluorogenic H-Leu-NHMec substrate, 1536-well (AID 1619). recombinant M17LAP, H-Leu-NHMec fluorogenic kinetic assay; higher % means a stronger effect. one-dose inhibition, % at 30 µM; IC50 in µM for titrated hits. actives 0.38% (n = 220,000);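 active = compound inhibiting the enzyme by more than half at any dose during confirmatory dose-response retesting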;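 also: plate controls were full reaction with DMSO carrier for no effect and no enzyme background for full effect; strong numbers were not always called active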
TNAP activation fold = human TNAP enzyme activators, primary screen, biochemical, luminescent, no phosphate acceptor, uHTS (AID 1001) | actives 0.03% (n = 200,000) | Alkaline phosphatase, tissue-nonspecific isozyme (Homo sapiens) | activation fold at 20 µM, or EC50 in µM where a hit was titrated | purified TNAP, luminescent activation assay, no phosphate acceptor; higher activation fold means a stronger effect; in the data active = activation fold from about 3, or a potency from the dose series; inactive = the rest, 99 in 100 with activation fold below about 1.6; also: many of its hits are not listed in these tables
P. falciparum M1AAP = P. falciparum M1AAP inhibitors, biochemical, fluorogenic H-Leu-NHMec substrate, 1536-well (AID 1445). one-dose inhibition, % at 30 µM; IC50 in µM for titrated hits. recombinant M1AAP, H-Leu-NHMec fluorogenic kinetic assay; higher % means a stronger effect. actives 0.42% (n = 220,000). Aminopeptidase N (Plasmodium falciparum (isolate 3D7));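 active = primary inhibition above the hit cutoff, then over 50% inhibition at one or more dose response concentrations, cut at about 23% in these data, passing the limit was not always enough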;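 also: plate controls were DMSO full reaction for no effect and no enzyme background for full effect; strong numbers were not always called active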
human PMI inhibitors = human PMI inhibitors, high substrate, primary screen, biochemical, fluorescence intensity, high mannose 6-phosphate (AID 1220) | recombinant PMI enzyme, coupled fluorescence intensity; higher % means a stronger effect | one-dose inhibition, % at 20 µM; IC50 in µM for titrated hits | actives 0.66% (n = 190,000)
Yfh1-off respiration = enhancers of respiration in Yfh1-depleted yeast, dose response, Friedreich's ataxia, plus single-dose screen (AID 1465) | S. cerevisiae Yfh1-off respiration, WST-1 reduction, 72 h; higher fold induction means a stronger effect | fold induction at 50 µM, or EC50 in µM where a hit was titrated | actives 0.074% (n = 220,000);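 active = fold induction of absorbance versus untreated yeast above a set limit, then at least 30% activation at any dose in follow-up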;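 also: activators that raise dye reduction in frataxin-depleted yeast; strong numbers were not always called active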
LYP inhibition = inhibitors of LYP phosphatase, biochemical, fluorescence intensity, uHTS (AID 1779). Tyrosine-protein phosphatase non-receptor type 22 (Homo sapiens). recombinant LYP phosphatase, fluorescence intensity; higher % means a stronger effect. inhibition, % at 11.5 µM, or IC50 in µM where a hit was titrated. actives 0.054% (n = 290,000);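 also: plate controls were vehicle with enzyme for no effect and no enzyme for full effect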
WT yeast gro inh mutant strain = recorded beside WT yeast gro inh, whose call it bears; inhibition, %; mitochondrial fusion phenotypic screen, mutant strain inhibition
Active calls of the source: *; i = inactive; nt = no result given. Rule as the data show it, unless noted: active = inhibition above about 50%; inactive = the rest.

SMILES | PMI inhibitors | WT yeast gro inh | WT yeast gro inh mutant strain | XIAP antagonists | M17LAP inhibition | TNAP activation fold | P. falciparum M1AAP | human PMI inhibitors | Yfh1-off respiration | LYP inhibition
Cc1ccc(C)c(N2CCN(CCCNC(=O)Cn3cc4c(n3)CCC(C)C4)CC2)c1 (stereo not given) | 14% | 25 | 19 | -5.8% | 6% | 1.1 | -3% | 13% | nt | -7%
C=CCc1ccc(OCCOCCOc2cccc3cccnc23)c(OC)c1 | 12% | -27 | 10 | -0.8% | 12% | 1 | -1% | 1% | i | -5%
Cc1cc(C)n2c(SCc3ccc(Cl)cc3Cl)nnc2n1 | -2% | -22 | -13 | -3.2% | 2% | 1.1 | 4% | -4% | i | -4%
O=C(N/N=C/c1ccc[nH]1)c1ccc(O)cc1 | -33% | -11 | 0 | -0.9% | 49% | 1.1 | 8% | -4% | i | -10%
CCN=C1SC(CC(=O)NCCc2ccc(OC)cc2)C(=O)N1CC (stereo not given) | -2% | 11 | 20 | -2.7% | -4% | 1.1 | 6% | -1% | i | -2%
O=C(Nc1ccc2[nH]c(=S)sc2c1)c1ccccc1 | -37% | -8 | -5 | -4.9% | 30% | 0.9 | 3% | -26% | i | 3%
CCOC(=O)/C(C#N)=C/c1ccc(OC(=O)c2ccccn2)cc1 | 13% | -2 | 11 | -3.8% | 22% | 1 | 2% | 15% | i | 4%
Cc1ccc(OCC(=O)Nc2ccc3c(c2)CCC3)c([N+](=O)[O-])n1 | 1% | -6 | -4 | -6.5% | 14% | 1 | 6% | 0% | i | -2%
Nc1ccccc1N=Cc1ccc(-c2cccc(Cl)c2)o1 | -17% | 51 | 74 | -11% | -11% | 1 | -12% | -6% | i | -4%
CCN(CC)c1ccc(/C=C(/C#N)C(=O)NC(C)C)o1 | 12% | -6 | -2 | 1.2% | 66µM* | 0.8 | 12% | 32% | >100µM* | 4%

Given as labelled records: three of the compounds above.
CCN=C1SC(CC(=O)NCCc2ccc(OC)cc2)C(=O)N1CC (stereo not given)
  PMI inhibitors = -2%	WT yeast gro inh = 11	WT yeast gro inh mutant strain = 20	XIAP antagonists = -2.7%	M17LAP inhibition = -4%	TNAP activation fold = 1.1	P. falciparum M1AAP = 6%	human PMI inhibitors = -1%	Yfh1-off respiration = i	LYP inhibition = -2%

O=C(Nc1ccc2[nH]c(=S)sc2c1)c1ccccc1
  PMI inhibitors = -37%	WT yeast gro inh = -8	WT yeast gro inh mutant strain = -5	XIAP antagonists = -4.9%	M17LAP inhibition = 30%	TNAP activation fold = 0.9	P. falciparum M1AAP = 3%	human PMI inhibitors = -26%	Yfh1-off respiration = i	LYP inhibition = 3%

CCOC(=O)/C(C#N)=C/c1ccc(OC(=O)c2ccccn2)cc1
  PMI inhibitors = 13%	WT yeast gro inh = -2	WT yeast gro inh mutant strain = 11	XIAP antagonists = -3.8%	M17LAP inhibition = 22%	TNAP activation fold = 1	P. falciparum M1AAP = 2%	human PMI inhibitors = 15%	Yfh1-off respiration = i	LYP inhibition = 4%

Next structures
SMILES | PMI inhibitors | WT yeast gro inh | WT yeast gro inh mutant strain | XIAP antagonists | M17LAP inhibition | TNAP activation fold | P. falciparum M1AAP | human PMI inhibitors | Yfh1-off respiration | LYP inhibition
CC(=O)N(C)c1ccc(NC(=O)/C=C/c2ccccc2Cl)cc1 | 7% | 11 | -1 | -5.9% | 2% | 1.1 | 6% | 18% | i | -6%
Cc1ccc(C(=O)OCC(=O)Nc2ccccc2)cc1NC(=O)c1ccco1 | -2% | 1 | 47 | -2.1% | -1% | 1.1 | 3% | -1% | i | -3%
COC(=O)COc1ccc(S(=O)(=O)Nc2ccc3c(c2)OCO3)cc1Cl | 5% | 5 | 12 | -0.3% | 7% | 1.1 | 9% | 0% | i | -6%
C/C(=N/NC(=O)c1cc(C)[nH]n1)c1ccco1 | nt | nt | nt | nt | 17% | nt | 4% | nt | i | 0%
O=c1cc(CNc2ccc(Br)cc2)nc2sccn12 | 0% | -16 | 1 | -5.4% | 1% | 1.2 | 3% | 0% | i | -5%
COc1ccccc1-n1c(SCC(=O)Nc2nnc(C)s2)nc2c(c1=O)SCC2 | 5% | 5 | 3 | -8.8% | 18% | 1 | 8% | 4% | i | 1%
Fc1ccc(C2c3cccn3CCN2C(=S)Nc2cccc(F)c2)cc1 (stereo not given) | 16% | 80* | 32* | -3.3% | 5% | 1.1 | 9% | 17% | i | 3%
COC(=O)Nc1cc(C)nc2ccccc12 | 6% | 4 | 10 | -1.7% | -1% | 1.1 | -1% | -2% | i | -6%
O=C(NC(=S)Nc1nc(-c2cccc3ccccc23)cs1)c1cc2ccccc2o1 | 2% | -11 | -13 | -0.2% | 18% | 0.9 | 3% | -6% | i | -6%
O=C(Oc1ccc(Cl)c2cccnc12)N1CCCCCC1 | 1% | -3 | 1 | -4.4% | 12% | 1.1 | 4% | 2% | i | -5%
CC(=NCCc1c(C)[nH]c2ccc(OC(F)(F)F)cc12)C1=C(O)CC(c2ccccc2)CC1=O (stereo not given) | 9% | 0 | -1 | -4.8% | 22% | 1.1 | 7% | 11% | i | 3%
COC(=O)C1=C(Nc2cc(Cl)cc(Cl)c2)CSC1 | nt | nt | nt | nt | 5% | nt | 4% | nt | i | -4%
CCOc1ccc2oc(-c3ccccc3)c(C(=O)N3CCN(C)CC3)c2c1 | 3% | 1 | -4 | -3.2% | -9% | 1.1 | 22% | 0% | i | -10%
O=C(O)C1CC=CCC1C(=O)NNc1ccccc1 (stereo not given) | -93% | 3 | 19 | -14% | 1% | 1.1 | -2% | -172% | i | -8%
Cn1c(Cc2ccccc2)nnc1SCC(=O)NC1CCCCC1 | 12% | 1 | -7 | -3.1% | 10% | 1.2 | -1% | 6% | i | -12%
O=C(NC12CC3CC(CC(C3)C1)C2)N1CCC(O)(c2ccc3c(c2)OCO3)CC1 | 0% | 3 | 7 | -7.5% | 9% | 1.1 | 5% | -2% | i | -3%
O=C(N/C(=C/C=C/c1ccccc1)C(=O)N1CCOCC1)c1ccccc1Cl | 2% | -10 | -1 | -3.4% | 25% | 1.1 | 11% | 5% | i | 5%
COc1ccc(-c2cc(C(=O)Nc3cc(S(=O)(=O)N4CCOCC4)ccc3N3CCOCC3)c3ccccc3n2)cc1 | -23% | -3 | 18 | -4.5% | 2% | 1.1 | 5% | -8% | i | 3%
COc1ccc(NC(=O)Cn2c3ccccc3c3nc4n(c(=O)c32)CCS4)cc1 | 10% | 10 | -8 | -3.5% | -19% | 1.1 | 5% | 1% | i | -2%
CCCn1c(=N)c(C(=O)NCc2ccc3c(c2)OCO3)cc2c(=O)n3cccc(C)c3nc21 | 3% | -3 | 8 | -4.4% | -9% | 1 | 4% | 9% | i | -5%
COc1ccc(OCC(=O)OC(C)CN2CCOCC2)cc1 (stereo not given) | -4% | 8 | -6 | -10% | 5% | 1 | 15% | -6% | i | -5%
Nc1cc2c(cc1C(=O)c1cccc(Br)c1)OCCO2 | 25% | 21 | 36 | -2.8% | 2% | 1 | 1% | 30% | i | -3%
Cc1noc(C)c1C(=O)NCCC1=CCCCC1 | 1% | -8 | 4 | -2.6% | 0% | 1.1 | 21% | 0% | i | -7%
CN1CCN(c2oc(Cc3cccc4ccccc34)nc2C#N)CC1 | nt | nt | nt | nt | -3% | nt | 2% | nt | i | 5%
Cn1cc(/C=C2\SC(=S)N(NC(=O)c3cccc(Cl)c3)C2=O)c2ccccc21 | nt | nt | nt | nt | 5% | nt | 11% | nt | i | 6%
COC(=O)[C@H](CC(C)C)NC(=O)Nc1ccc(S(N)(=O)=O)cc1 | nt | nt | nt | nt | -6% | nt | -5% | nt | i | -8%
COc1ccc(NC(=O)c2ccccc2NC(=O)C2CCCO2)cc1 (stereo not given) | 7% | -13 | -12 | -4.0% | -2% | 1.1 | 10% | -1% | i | -2%
Cc1ccc(S(=O)(=O)Nc2nncs2)cc1 | 7% | -24 | -9 | -1.0% | 23µM* | 1.1 | 1% | -2% | i | -4%
COCCn1c(-c2ccccc2)cnc1SCC(=O)Nc1cccc2ccccc12 | 16% | 20 | 4 | -3.9% | -2% | 1.2 | 5% | 17% | i | 0%
Cc1ccc(C(=O)C(OC(=O)c2cnccn2)c2ccccc2)cc1 (stereo not given) | 10% | -24 | -13 | -3.6% | 7% | 1.2 | 1% | 3% | i | 7%
CCCn1c(SCC(=O)N2CCCC(C)C2)nnc1-c1ccccn1 (stereo not given) | -7% | -13 | 10 | -15% | 7% | 1 | 12% | -5% | i | -2%
O=C(CSc1nnc(-c2ccco2)o1)c1ccc[nH]1 | -14% | 2 | 13 | 0.4% | 19% | 1.2 | 13% | -2% | i | -3%
COc1cccc(C(=O)NNC(=O)CCC(=O)O)c1 | nt | nt | nt | nt | 1% | nt | -2% | nt | i | -8%
CCc1ccc(OCc2n[nH]c(=S)n2C(C)CCCC(C)C)cc1 (stereo not given) | 22% | 60* | 20* | -4.8% | 2% | 1.1 | -3% | 17% | i | 6%
Cc1cc(=O)n2c(c1C#N)SC1CCCCC12O (stereo not given) | 8% | -11 | -4 | -2.4% | 9% | 1.2 | 3% | 12% | i | -6%
CC(=O)c1ccc(O)c(CO)c1 | -2% | 1 | 1 | -2.0% | -1% | 1.1 | -1% | -5% | i | -6%
COCc1nnc(NC(=O)CSCc2ccccc2)s1 | 11% | -3 | -16 | -4.2% | -1% | 1 | 5% | 4% | i | -3%
N/C(=N\OS(=O)(=O)c1cccc([N+](=O)[O-])c1)c1ccncc1 | -16% | -3 | 4 | -18% | -5% | 1.1 | 10% | -3% | i | -9%
CCN(CC)S(=O)(=O)c1cccc(NC(=O)/C=C/c2ccc([N+](=O)[O-])cc2)c1 | 8% | 1 | 1 | -6.9% | -2% | 1.1 | 11% | 5% | i | -2%
Cc1ccc(NCc2nnc(SCC#N)o2)c(C)c1 | -5% | -28 | 8 | -6.7% | 8% | 1.1 | 1% | -5% | i | -6%
CCOC(=O)CNC(=O)COc1ccc(Cl)cc1Br | 12% | 3 | -19 | -0.9% | 1% | 1.1 | -1% | 21% | i | -2%
CCOC(=O)Cc1csc(SCC(=O)Nc2sc3c(c2C(N)=O)CCC3)n1 | 9% | 11 | 15 | -1.8% | 19% | 1 | 5% | 12% | i | -11%
C=CCSc1ncc(-c2ccccc2)cn1 | 2% | -7 | -10 | -5.3% | -9% | 1.1 | 8% | 2% | i | -5%
Nc1nc(-c2ccco2)nn1C(=O)c1cccnc1 | -13% | 12 | -19 | 0.3% | 10% | 0.9 | 4% | -1% | i | -6%
CC1S/C(=N/N=C/c2ccco2)N(Cc2ccc(F)cc2)C1=O (stereo not given) | nt | nt | nt | nt | 9% | nt | 4% | nt | i | 2%
CC(=O)c1csc(COc2cc(Cl)cc(Cl)c2)n1 | nt | nt | nt | nt | -3% | nt | 1% | nt | i | -2%
COC(=O)c1ccc(CSc2cc(C)c3cccc(C)c3n2)o1 | 1% | 12 | 24 | -7.5% | -1% | 1.1 | -6% | -2% | i | 0%
CCC(C)NC(=O)CSc1ncccc1C(=O)O (stereo not given) | 8% | 29 | 13 | -4.1% | 23% | 1.1 | -1% | 4% | i | -3%
Cc1ccc(-c2nn(CCC#N)cc2C=C(C#N)C#N)cc1 | 10% | -9 | -12 | -6.6% | -7% | 1 | 2% | 8% | i | 6%
